Bioassay records as filed in PubChem.
IL-2 act = IL-2 activation | IL-2 activation reporter assay, cell-based qHTS; stimulated with anti-CD3/CD4/CD28 beads; in transgenic mouse T cells | activation, % (series mostly up to about 46 µM) | 0.065% of 360,000 active | AID 652025; in the data active = activation above about 50%; inconclusive = mostly about 30% to 49%; also: 0% is about no effect
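First, unstimulated transgenic mouse T cells were exposed to compound for 60 min. Next, anti-CD3/anti-CD4-coated beads with anti-CD28 were added. Finally, after 18 h at 37 degrees C, EGFP and DsRed were imaged.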
aSyn rescue = rescues yeast growth from alpha-synuclein toxicity | 0.14% of 370,000 active | Yeast expressing alpha-synuclein, growth rescue, BacTiter-Glo, 24 h | Potency, µM (doses to about 46.1 µM), for inactives: at the highest dose growth rescue (activation), usual class: activators | AID 652106; also: potency is read from the fitted curve at half-maximal effect; % of control where 0% means no effect; nearly all actives have a fitted effect of over 65% in size
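Readout is rescue of growth in alpha-synuclein-expressing yeast, so inhibitors of toxicity appear as activators. Growth after 24 hr at 30 deg C in galactose medium is quantified by luminescence.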
PI5P4Ka inh = blocks human PI5P4K alpha kinase activity. P48426. PI5P4Kalpha enzyme, ADP-Glo luminescence, 60 min; hits give low values. max response, %. 1.2% of 330,000 active. AID 652105; active = max response of -50% or lower; inconclusive = between -30% and -50%; inactive = -30% or higher; also: value at the top dose of about 77 µM; % is scaled to controls: 0 for no effect and ±100 for the full control effect
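Luminescence from ADP-Glo served as readout of PI5P4Kalpha activity in a qHTS format. Reaction: enzyme, substrate, compound, ATP at 5 microM final, 60 min at RT.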
EPAC1 antag = antagonists of human EPAC1; O95398; EPAC1 GEF assay, Rap1b-BODIPY-GDP exchange fluorescence; Potency, µM (series often up to 115 µM), for inactives: top-dose activity change, negative = inhibition, hits mostly inhibitors; 0.14% of 360,000 active; AID 720709;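 also: potency is read from the fitted curve at half-maximal effect; plate controls were vehicle for no effect and positive control for full effect; nearly all actives have a fitted effect of over 50% in size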
WRN helicase inh = blocks human WRN helicase. Q14191. WRN helicase unwinding, fluorescent forked duplex, kinetic. Potency, µM (doses to about 114 µM), for inactives: at the highest dose activity change, negative = inhibition, usual class: inhibitors. 0.46% of 360,000 active. AID 651768; also: potency is read from the fitted curve at half-maximal effect; % is scaled to controls: 0 for no effect and ±100 for the full control effect; nearly all actives have a fitted effect of over 55% in size
Target sequence (Q14191 whole entry, looked up): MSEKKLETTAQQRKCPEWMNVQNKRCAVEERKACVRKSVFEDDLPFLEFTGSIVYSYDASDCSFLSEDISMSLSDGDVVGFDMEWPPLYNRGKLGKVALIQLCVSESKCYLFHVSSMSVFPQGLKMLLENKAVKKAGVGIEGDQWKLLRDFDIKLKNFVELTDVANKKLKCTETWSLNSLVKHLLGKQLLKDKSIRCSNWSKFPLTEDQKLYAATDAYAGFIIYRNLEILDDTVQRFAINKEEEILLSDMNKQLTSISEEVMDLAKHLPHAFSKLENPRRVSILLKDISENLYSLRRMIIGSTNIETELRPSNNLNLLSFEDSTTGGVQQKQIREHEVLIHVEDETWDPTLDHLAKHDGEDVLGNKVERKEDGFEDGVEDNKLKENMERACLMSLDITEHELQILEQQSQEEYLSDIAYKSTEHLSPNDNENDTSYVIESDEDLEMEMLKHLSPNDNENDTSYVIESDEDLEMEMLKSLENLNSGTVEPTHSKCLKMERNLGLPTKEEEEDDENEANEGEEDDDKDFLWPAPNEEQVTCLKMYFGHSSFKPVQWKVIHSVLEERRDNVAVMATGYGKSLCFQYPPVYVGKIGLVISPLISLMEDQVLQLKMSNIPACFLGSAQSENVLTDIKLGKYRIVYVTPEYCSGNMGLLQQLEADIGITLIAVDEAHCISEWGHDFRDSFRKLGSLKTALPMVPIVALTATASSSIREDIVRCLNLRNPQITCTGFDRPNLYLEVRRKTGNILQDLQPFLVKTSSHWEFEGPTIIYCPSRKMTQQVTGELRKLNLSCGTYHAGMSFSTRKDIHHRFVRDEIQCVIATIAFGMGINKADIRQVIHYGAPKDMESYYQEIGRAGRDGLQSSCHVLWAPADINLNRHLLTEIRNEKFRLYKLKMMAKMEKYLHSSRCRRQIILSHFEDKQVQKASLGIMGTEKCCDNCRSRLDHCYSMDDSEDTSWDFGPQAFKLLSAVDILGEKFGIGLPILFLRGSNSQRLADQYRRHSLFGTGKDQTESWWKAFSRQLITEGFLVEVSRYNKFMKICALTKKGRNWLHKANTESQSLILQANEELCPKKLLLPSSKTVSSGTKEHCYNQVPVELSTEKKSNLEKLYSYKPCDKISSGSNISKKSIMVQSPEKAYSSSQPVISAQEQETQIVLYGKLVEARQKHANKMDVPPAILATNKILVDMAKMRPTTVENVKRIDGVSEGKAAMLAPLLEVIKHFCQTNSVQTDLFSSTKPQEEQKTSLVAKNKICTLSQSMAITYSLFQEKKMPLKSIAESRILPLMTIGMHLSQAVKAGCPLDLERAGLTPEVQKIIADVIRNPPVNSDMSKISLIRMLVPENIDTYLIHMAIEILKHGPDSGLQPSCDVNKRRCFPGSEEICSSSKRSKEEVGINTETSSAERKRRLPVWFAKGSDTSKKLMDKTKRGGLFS
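Screening of the MLSMR collection measured strand separation of a quenched forked DNA duplex (100 nM) by 20 nM WRN with 2 mM ATP, all final. Compounds were preincubated with enzyme 15 min at room temperature.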
FUS yeast rescue = FUS proteinopathy suppression in yeast; S. cerevisiae FUS-expressing, growth rescue, OD600, 24 h; Potency, µM (highest dose often 76.6 µM), for the others: top-dose growth rescue (activation), actives largely listed as activators; 0.24% of 390,000 active;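 also: potency is read from the fitted curve at half-maximal effect; plate controls were DMSO vehicle for no effect and reference control for full effect; nearly all actives have a fitted effect of over 55% in size; some results filed as inactive show a strong effect at the top dose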
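Yeast FUS proteinopathy model; galactose-induced FUS (2%), starting OD 0.005. Cpds in dilution series, 24hr, 30C, 99% humidity. Abs 600 nm growth. Pos ctrl CP55940 (top 92uM final); neg ctrl DMSO.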
Abeta rescue = A-beta toxicity reversal in yeast; yeast expressing A-beta42, growth rescue, OD600, 48 h; response scale: 0% DMSO, 100% iron-clioquinol control; Potency, µM (series often up to 46.1 µM), for inactives: at the highest dose growth rescue, hits mostly activators; 0.063% of 410,000 active; AID 1347071; also: potency is read from the fitted curve at half-maximal effect; nearly all actives have a fitted effect of over 55% in size
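Yeast A-beta toxicity model in growth medium with pinned compounds, 48 h at 30 C; growth read as absorbance at 600 nm. Normalized to FeCl3/clioquinol equimolar mix (positive) and DMSO (negative).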
EPAC1 ag = activates human EPAC1 exchange factor; EPAC1 agonist qHTS, biochemical assay; response scale: 100% = response to 6.5 mM cAMP; Potency, µM (doses to about 154 µM), for the others: at the top dose activation, actives largely listed as activators; 0.073% of 360,000 active; AID 720707; also: potency is read from the fitted curve at half-maximal effect; nearly all actives have a fitted effect of over 60% in size
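Compounds were pinned as a concentration titration into mixtures of EPAC1 (100 nM), BODIPY-GDP-loaded Rap1B (250 nM) and GDP (50 uM). After 5 min at room temperature, fluorescence was followed for 30 min; activity was scaled to 6.5 mM cAMP.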
PLK1 PBD inh = inhibitors of human PLK1 polo-box domain binding | Potency, µM, inactives show max response, negative = inhibition, actives largely listed as inhibitors | P53350 | AID 720504 | Plk1 PBD binding of FITC phosphopeptide, fluorescence polarization | 2.8% of 360,000 active; also: potency is read from the fitted curve at half-maximal effect; series mostly up to about 57 µM; % is scaled to controls: 0 for no effect and ±100 for the full control effect; nearly all actives have a fitted effect of over 65% in size
* = called active by the depositor; ? = inconclusive; . = no result given; & = joins results of further samples; [ ] = dose if it differs, or a comment. Unless noted, calls follow the shape of the dose curve; as a rule, active = well fitted curve in the direction sought with a large enough effect; inconclusive = small, poorly fitted or top-dose-only effect, or another doubt; inactive = no such curve, though single readings can be large; an effect the other way counts as inactive or inconclusive.

SMILES	IL-2 act	aSyn rescue	PI5P4Ka inh	EPAC1 antag	WRN helicase inh	FUS yeast rescue	Abeta rescue	EPAC1 ag	PLK1 PBD inh
Cc1cc(C(=O)NNc2cc(Cl)ccc2Cl)no1	0.1	0%	0	8%	-21%	0%	5%	0%	1%
COc1ccc(Cl)cc1NC(=O)COC(=O)C1COc2ccccc2O1 (stereo not drawn)	0.5	-10%	1	-7%	0%	-16%	12%	9%	4%
O=C(Cn1ccc2ccccc2c1=O)NCCC(=O)N1CCN(C2CCCCC2)CC1	1.0	0%	-2	11%	3%	-3%	-9%	7%	-8%
Cc1ccccc1CC(=O)NCCN1CCCCC1	-0.2	-1%	1	-8%	-28%	-8%	-1%	8%	-8%
Cc1cc2nc3n(c2cc1C)CC1CC(C(=O)NCc2ccco2)N(C)C31 (stereo not drawn)	-0.3	1%	-3	-13%	3%	2%	-5%	-22%	0%
Cc1nc(NC(=O)CSc2nnc(C3CC3)n2N)c(Cl)cc1Cl	0.3	4%[1.84 µM]	-1	-11%	-5%	1%	-7%	-7%	-1%
Nc1nc(Sc2ccc([N+](=O)[O-])c3nonc23)c2[nH]cnc2n1	9.8	14%	-84*	-10%	11µM*	.	-11%	?	1.5µM*
COc1ccc(Cl)cc1NC(=O)CN(C)CC(=O)Nc1ccccc1-c1ccccc1	-0.5	10%	8	5%	-1%	22%	20%	-4%	-5%
CCCS(=O)(=O)NC(=O)C1(C)CCCN(C(=O)c2cccc(C(F)(F)F)c2)C1 (stereo not drawn)	1.3	-1%	-10	16%	0%	-12%	-14%	-22%	-2%
CCOC(=O)N1CCN(C(=O)CCc2ccc(S(=O)(=O)NC(C)C)cc2)CC1	-2.0	0%	4	2%	0%	-5%	-2%	13%	1%
CCOC(=O)c1c(Nc2ccc(Cl)cc2)sc(/C=C2\C=Nc3ccccc32)c1O	30	-12%	.	-23%	-5%	25%	7%	-3%	16%
CC(C)(C)NC(=O)C(c1ccnc2ccccc12)n1c(=O)c(-c2cc3ccccc3[nH]2)nc2ccccc21 (stereo not drawn)	-0.9	?	-5	18%	-4%	?	18%	1%	2%
Cc1c(O)nc2ccccn2c1=O	-0.3	-9%	1	4%	5%	-1%	11%	10%	-9%
N#Cc1c(N)nc(SCC(=O)NCCc2ccccc2)c(C#N)c1-c1cccs1	0.3	0%	-1	2%	2%	5%	-6%	7%	-7%
COc1ccc(CCNC(=O)Nc2ccc([N+](=O)[O-])cc2)cc1OC	-1.8	-3%	9	-20%	-7%	13%	10%	1%	-5%
O=c1[nH]cnc2c1cnn2Cc1ccccc1	-1.8	-9%	3	11%	-1%	3%	-16%	-1%	-2%
COC(=O)Cn1c(=O)c2c(nc3n2CC(C)CN3Cc2ccccc2)n(C)c1=O (stereo not drawn)	-2.4	-3%	4	-6%	0%	7%	?	5%	-10%
COc1ccc(NC(=O)Cn2nc([N+](=O)[O-])c(Cl)c2C)cc1OC	-0.7	3%	0	0%	2%	-17%	-14%	17%	-6%
COc1cccc(/C=C2\Oc3cc(OCC(=O)N4CCC[C@H]4C(=O)O)ccc3C2=O)c1	0.4	-1%	-25	0%	-10%[11.6 µM]	18%	-12%	-20%	-5%
COc1ccccc1N1CCN(C(=O)C(CC(C)C)NC(=O)C2CCCCC2)CC1 (stereo not drawn)	-0.1	-3%	5	8%	-6%	?	-7%	7%	?
Cc1ccc(CNC(=O)c2nccnc2C(=O)O)cc1	-0.4	5%	1	-5%	-6%	19%	-2%	-4%	-1%
COC(=O)[C@]12CCCCC=C1N(Cc1ccc(Cl)cc1Cl)C(=O)[C@H](CC(=O)N1CCCCC1)C2	-0.5	11%	2	0%	-5%	?	16%	-4%	2%
Cc1n[nH]c(=O)nc1N/N=C/c1ccc(O)c([N+](=O)[O-])c1	0.2	-10%	?	?	?	.	6%	4%	-13%
COc1cc2oc(=O)cc(CN3CCN(c4ccccc4OC)CC3)c2cc1Cl	0.0	-1%	-27	9%	3%	-16%	-8%	-8%	-6%
Cc1cc(C(=O)COc2ccc3ccc(=O)oc3c2)c(C)n1C	0.7	-5%	-1	-16%	-7%[57.1 µM]	2%	-21%	-2%	?
O=C(NCCOc1ccccc1-c1ccccc1)c1ccco1	-2.4	4%	2	-1%	6%	-2%	-2%	-4%	-26%
CN(C)c1ccc(CN(C(=O)COc2ccc(F)cc2)C2CCS(=O)(=O)C2)cc1 (stereo not drawn)	-1.5	6%	.	8%	2%	-3%	0%	-6%	-1%
CCN(CC(=O)Nc1ccc(OC)cc1)C(=O)c1ccc2c(c1)NC(=O)C(C)S2 (stereo not drawn)	-1.1	3%	5	12%	-3%	44%	-8%	-7%	-3%
O=C(CSc1ccc(-c2ccco2)nn1)NCc1ccc2c(c1)OCO2	-0.9	-6%	-21	-8%	-13%	-1%	2%	1%	-19%
COc1ccc(-c2ccc3[nH]c4c(c3c2)CCN2C[C@@H]([C@H](C)OC(=O)Nc3cc(Cl)cc(Cl)c3)[C@@H](N(C)C(=O)Nc3cc(Cl)cc(Cl)c3)C[C@@H]42)cc1	2.2	2%	-8	-13%	-3%	?	?	-30%	3%
CCc1ccccc1N(C(=O)CNC(=O)c1ccco1)C(C(=O)NC1CCCC1)c1cccnc1 (stereo not drawn)	-1.0	0%	-7	3%	-6%	-5%	-14%	-2%	-4%
CC[C@@]1(c2ccccc2OC)C(=O)N(C(=O)OC)N1C(=O)OC	-0.3	1%	-7	-3%	-6%	-27%	5%	3%	?
Cn1nnnc1SCC(=O)NC1CCCCC1	0.4	0%	1	-14%	-1%	13%	0%	12%	-6%
CC(=O)NC(=S)Nc1ccc(NC(=O)COc2ccc(C(C)C)cc2)cc1	-2.5	5%	5	-8%	-19%[57.1 µM]	2%	-3%	-2%	-7%
O=C(N/N=C\c1c(O)ccc2ccccc12)c1ccc(Cn2cccn2)o1	17	-6%	-12	3%	-27%	-12%	-8%	4%	21%
CN(C)CCOC(=O)CC12CC3CC(C1)CC(CC(=O)OCCN(C)C)(C3)C2	-0.3	20%	-6	5%	0%	4%	-9%	9%	-11%
Cc1cnc(NC(=O)Cc2cccs2)s1	0.9	2%	-17	-8%	-3%	-5%	16%	-4%	-6%
CCOC(=O)c1cnc2c(C(=O)OC)cccc2c1NCc1cccnc1	0.2	-1%	2	-2%	1%	17%	-10%	3%	-8%
COc1cccc(N2CCN(C(=O)C3CCN(S(=O)(=O)c4ccc5c(c4)oc(=O)n5C)CC3)CC2)c1	-0.3	2%	-1	15%	-5%	26%&-1%	10%&-7%	-5%	0%
CCS(=O)(=O)NCc1csc(C)n1	0.0	-3%	7	-9%	2%	3%	-6%	7%	-11%
Nc1c(Cl)c(Cl)nc(C(=O)OCC(=O)NC2CCCCC2)c1Cl	0.5	0%	-1	0%	-5%	16%	-20%	4%	-5%
COc1cc2c(cc1OC)C(C)N(C(=O)c1c(C)noc1C)CC2 (stereo not drawn)	0.6	7%	2	17%	0%	27%	4%	0%	6%
CN(C)S(=O)(=O)c1cccc(C(=O)Nc2n[nH]c(C(F)(F)F)n2)c1	0.5	7%	-3	-16%	-4%	19%	9%	-7%	-5%
COC(=O)C1=CO[C@@H](O[C@@H]2O[C@H](CO)[C@@H](O)[C@H](O)[C@H]2O)C2C1C=C[C@@]2(O)CO (stereo partly drawn)	-0.2	12%	-2	1%	7%	-22%	-15%	-16%	-13%
C=CCN1c2ccccc2[C@]23C[C@@H](C(=O)OC)N(C(=O)C4CCC4)C2=NC(C(=O)OC)=C(C(=O)OC)[C@H]13	1.1	2%	6	-3%	-4%	?	2%	5%	-11%

Looked up one by one from the list above, 6 records:
SMILES	IL-2 act	aSyn rescue	PI5P4Ka inh	EPAC1 antag	WRN helicase inh	FUS yeast rescue	Abeta rescue	EPAC1 ag	PLK1 PBD inh
CCS(=O)(=O)NCc1csc(C)n1	0.0	-3%	7	-9%	2%	3%	-6%	7%	-11%
CCOC(=O)c1cnc2c(C(=O)OC)cccc2c1NCc1cccnc1	0.2	-1%	2	-2%	1%	17%	-10%	3%	-8%
CCc1ccccc1N(C(=O)CNC(=O)c1ccco1)C(C(=O)NC1CCCC1)c1cccnc1 (stereo not drawn)	-1.0	0%	-7	3%	-6%	-5%	-14%	-2%	-4%
O=C(N/N=C\c1c(O)ccc2ccccc12)c1ccc(Cn2cccn2)o1	17	-6%	-12	3%	-27%	-12%	-8%	4%	21%
Cc1cnc(NC(=O)Cc2cccs2)s1	0.9	2%	-17	-8%	-3%	-5%	16%	-4%	-6%
COc1cc2c(cc1OC)C(C)N(C(=O)c1c(C)noc1C)CC2 (stereo not drawn)	0.6	7%	2	17%	0%	27%	4%	0%	6%

Continued.
SMILES	IL-2 act	aSyn rescue	PI5P4Ka inh	EPAC1 antag	WRN helicase inh	FUS yeast rescue	Abeta rescue	EPAC1 ag	PLK1 PBD inh
O=C(O)C1CC(=O)N(Cc2ccccc2)C1 (stereo not drawn)	3.7	3%	-3	-1%	3%	-16%	5%	-1%	-10%
COc1ccc(-c2nc(NC(=O)CSCCO)sc2C)cc1	-0.4	-4%	2	2%	4%	1%	20%	-1%	0%
Cn1ccc2c(-c3ccc4c(c3)OCCO4)cc3c(c21)C1CCC3O1 (stereo not drawn)	-0.8	-13%	4	-14%	-7%	?	15%	19%	-9%
N#Cc1cnn(-c2ccc(F)cc2)c1N	-0.7	-2%	-52*	-4%	-18%	-17%	8%	-1%	0%
COCCNC(=O)C(C#N)c1nc2ccccc2nc1N1CCCCCC1 (stereo not drawn)	-1.9	2%	8	-6%	-14%	.	2%	25%	-12%
COc1ccc(-c2ccncc2)cc1OC	-0.6	.	.	6%	.	-22%	5%	2%	.
C=CCn1c(COc2ccc(F)cc2)nnc1SC(C)C(=O)NCC1CCCO1 (stereo not drawn)	0.7	3%	-6	9%	-1%	15%	4%	-1%	-1%
O=C(CCn1nnc(-c2cccs2)n1)NC1CCCCC1	-0.2	4%	.	-3%	-8%	-1%	1%	8%	1%
CC(=O)/C(N=Nc1ccc(-n2ccc(C(F)(F)F)n2)cc1)=C(\C)O	-2.4	1%	0	11%	4%	-12%	-1%	-16%	6%
